Htt clearance – mutant huntingtin protein clearance | actives 0.42% (n = 47,000) | HeLa Exon1htt(103Q)mCFP, aggregate imaging; zero = plate's median compound well | AID 853 | inhibition, % at 1.5 µM;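 active = inhibition of aggregate fluorescence above about 70%, also judged a hit by eye on the cell image, limit read from the data, passing the limit was not always enough; inconclusive = no rule stated for this call; inactive = not judged a hit on image review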;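 also: cells exposed to compound for three days before fixation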
Htt clearance grain fraction – second read-out of Htt clearance, no call of its own (marks repeat the call); fraction fluorescence in grains; measured here: aggregate grain fluorescence fraction; hits give low values;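 scaled fraction of total cell fluorescence in grains with unit not stated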
* marks the source's active call; other numbers are inactive results; i = inactive; ? = inconclusive; / = not tested or not shown. This is a subset (hit frequency here may not be typical).

SMILES	Htt clearance	Htt clearance grain fraction
Cn1c(COc2ccc(Cl)cc2)nnc1SCc1ncc(-c2ccccc2)o1	-18.8	43.6
C=CCSc1nc(-c2ccc3c(c2)OCO3)cc(C(F)(F)F)c1C#N	0.0	30.7
Cc1cccc2sc(NC(=O)CCNS(=O)(=O)c3cccs3)nc12	13.5	32.1
CC1CCc2nn(CC(=O)N3CCN(C(=O)c4ccco4)CC3)cc2C1 (stereo unspecified)	21.3	26.3
Cn1c(=O)c2c(nc(-n3ccnc3)n2Cc2ccccc2)n(C)c1=O	21.5	13.5
CCC(C)n1c(C)nc2c(c1=O)c1nc3ccccc3nc1n2CCC1=CCCCC1 (stereo unspecified)	-99.2	74.9
Cc1oc(C(C)(C)C)c(CN2CCCC2)c1C(=O)O	12.6	26.6
CCOc1ccccc1NC(=O)CSc1nnnn1-c1ccc(C(=O)OC)cc1	-23.3	24.9
O=C1CCCCCN1Cc1ccccc1	-45.5	54.8
CN(CC(=O)N1CCCCCC1)S(=O)(=O)c1cccc2cccnc12	-67.1	87
CC1CCN(C(=O)CCCOc2cc(=O)n(C)c3ccccc23)CC1	19.9	35.4
CCc1nc(NCc2ccco2)c2oc3ccccc3c2n1	-13.1	45.9
NC(=O)SCC(=O)Nc1cccc(Cl)c1	7.9	14.9
COc1ccc2c(c1)C(c1ccc([N+](=O)[O-])cc1)=NNC(c1ccco1)=N2	14.0	32.4
CCOc1cc(C(=O)N2CCOCC2)ccc1OCc1ccccc1	-42.5	66
O=C(c1cc2ccccn2n1)N1CCN(c2ccccn2)CC1	36.6	21.3
Cn1c(SCc2ccc(Br)cc2)nnc1-c1ccncc1	16.6	15.9
COc1ccc2c(c1)Cc1sc(NC(=O)c3ccco3)nc1-2	55.3	19.4
CC(=O)c1ccc(NS(=O)(=O)Cc2ccccc2)cc1	13.4	28.8
CSc1ccc(C2C3(C#N)C(N)=NC4(OCCO4)C23C#N)cc1 (stereo unspecified)	1.2	42.8
Cc1ccc(Cn2ncc3c(NCCCN4CCOCC4)ncnc32)cc1	-2.9	19.2
COc1cccc(C2=NO[C@@H]3C(=O)N(c4ccc5c(c4)OCCO5)C(=O)[C@H]23)c1OC	-50.7	53.2
Cc1ccccc1OCc1nc2ccccc2c(=O)n1NC(=O)c1ccco1	23.1	14.2
CCCCn1c(Cc2ccccc2)nnc1SCC(=O)N1CCOCC1	43.1	10.4
COc1ccccc1NC(=O)COc1ccc(Br)cc1CO	12.2	20.6
CC(C)N(C(=O)CSc1nc2ccccc2n1Cc1ccccc1)C(C)C	-91.3	33.6
COc1ccc(S(=O)(=O)N2CCC(C(=O)Nc3cccc(C(C)=O)c3)CC2)cc1	46.2	9.58
Cc1ccc(C(=O)Oc2ccc(-c3nccc(-c4ccccn4)n3)cc2)cc1	-2.5	39.4
N=C1C(c2ccccc2)=C(O)CN1c1ccc2c(c1)OCO2	-10.8	36.3
CCCCOCP(=O)(CCCC)COCCCC	13.8	14.4
COCCn1c(N)c(C(=O)OCc2ccccc2)c2nc3ccccc3nc21	15.7	17.6
C=CCSc1nccc(-c2nn(-c3ccc(C)cc3)ccc2=O)n1	-82.2	76.6
O=C1CCc2cc(S(=O)(=O)N3CCC(C(=O)Nc4nccs4)CC3)ccc2N1	-124.8	75
COc1ccccc1C(=O)NCCN1CCN(C(=O)c2ccccc2OC)CC1	30.3	15
CCOC(=O)c1ccccc1NC(=O)Cc1ccccc1OC	50.6	10.2
Cc1ccc(CCNC(=O)C2CCCN(S(=O)(=O)c3cccc4nsnc34)C2)cc1 (stereo unspecified)	-0.7	30.1
COc1ccc(OCCn2c(C)c(/C=N/n3cnnc3)c3ccccc32)cc1	8.3	35.5
Cc1cc(C)c(NC(=O)c2ccccc2N(C)S(C)(=O)=O)c(C)c1	-82.2	58.8
Cc1cccc(C(=O)Nc2ccccc2C(=O)OCc2c(C)noc2C)c1	-17.6	25.7
FCCCOc1ccc(/C=N/OCc2ccc(Cl)cc2Cl)cc1	45.4	16
CCOC(=O)CSc1nc(-c2ccc3c(c2)OCO3)ccc1C#N	32.1	22.9
CC(=O)OC1CC(n2ccc(NC(=O)c3ccccc3)nc2=O)OC1CO (stereo unspecified)	20.2	33.6
Cc1cc(NC(=O)c2ocnc2C)no1	30.1	28
O=C(O)CCCC(=O)Nc1ccc(N2CCCC2)cc1	55.2	15.3
COc1ccc(OC)c(NS(=O)(=O)c2ccc3c(c2)n(C)c(=O)n3C)c1	-26.2	25.9
O=C(c1cc2ccccc2o1)N1CCCCCC1	-20.8	25.7
COc1ccc(/C=N\NS(=O)(=O)c2ccc(Cl)cc2)cc1COc1ccccc1[N+](=O)[O-]	-13.4	21.2
Cn1c(NCc2ccccc2)cc(=O)n(C)c1=O	-12.2	22.8
Nc1nc(SCc2nc(-c3ccccc3)no2)[nH]c(=O)c1-c1ccccc1	61.2	8.75
O=C(CSc1nc(-c2ccco2)cc(C(F)(F)F)n1)N1CCN(Cc2ccccc2)CC1	2.7	50.7
COc1ccc(-n2nc(C(=O)NCc3ccco3)c3ccccc3c2=O)cc1	-2.9	31.6
O=C(NCCCN1CCN(Cc2ccccc2Cl)CC1)Nc1ccccc1	48.4	10.5
O=C(OCCN=C1NS(=O)(=O)c2ccccc21)c1ccccc1	24.0	15.3
CCC(C)OC(=O)c1cc(C)nc2c(Br)cc(Br)cc12 (stereo unspecified)	-5.2	17.5
COc1cc2c(cc1OC)C(c1cccnc1)CC(=O)N2 (stereo unspecified)	13.0	29.1
C=CCNc1nc(-c2sc(NC(=O)CC)nc2C)cs1	-113.9	42.2
CC(CCc1ccco1)NC(=O)Cn1ncc2c1-c1ccccc1OC2 (stereo unspecified)	21.6	24.2
C/C(N)=N\S(=O)(=O)c1ccc(Cl)cc1	26.8	26.9
COc1cc2c(cc1OC)CN(C(=O)COc1ccc(C#N)cc1)CC2	-113.9	35.2
COc1ccccc1N(CC(=O)Nc1cccnc1)S(=O)(=O)c1ccccc1	i	225

Next section
SMILES	Htt clearance	Htt clearance grain fraction
O/N=C1/CCc2nonc2/C1=N/O	-37.5	28.8
COc1ccc(/C=N/Nc2nnc(-c3ncc[nH]3)c3ccccc23)cc1	-31.4	52.8
COc1cc(C(=O)NCCCNc2nc3cc(C)cc(C)c3cc2C#N)cc(OC)c1OC	31.1	26.7
Cc1cccc(NC(=O)c2sc3nc(-c4ccc(F)cc4)cn3c2C)n1	-67.3	64.2
CCOC(=O)N1CCN(S(=O)(=O)c2ccc3c(c2)CCN3C(=O)C2CC2)CC1	34.9	23.6
CCCc1cc(=O)[nH]c(SCCOc2ccc(OCC)cc2)n1	-31.3	25.5
Cc1ccccc1NC(=O)c1ccccc1NC(=O)c1ccco1	37.8	11.4
CCOC(=O)C1CCN(c2nc3cc(OC)ccc3cc2C#N)CC1	-9.2	37.6
Cc1oc(-c2ccccc2F)nc1CN1CCC(C(=O)NCc2ccco2)CC1	33.4	24.9
Cc1ccc(S(=O)(=O)CCc2nnc(NC(=O)c3cnccn3)s2)cc1	-110.3	41.1
O=C(C1=COCCO1)N1CCN(C(c2ccccc2)c2ccccc2)CC1	-13.2	41
Cc1onc(-c2ccccc2)c1C(=O)Nc1ccncc1	-9.5	23.3
O=C(C1CCN(S(=O)(=O)Cc2ccccc2)CC1)N1CCCc2ccccc21	37.0	13.9
CC(C)c1ccc(CNC(=O)CSCC(=O)Nc2ccc3ccccc3c2)cc1	-8.3	32.6
O=C(CSc1nnc(-c2ccccc2)o1)n1c2c(c3ccccc31)CCCC2	35.2	12
COc1cccc(/C=C2\N=C(c3c(-c4ccccc4)noc3C)OC2=O)c1OC	-2.2	36.6
CN(C=C1C(=O)CC(C)(C)CC1=O)CCN1CCNCC1	6.2	35.6
OCCN=Cc1c(O)[nH]c2ccccc12	-88.4	38.6
CCc1nc2ccccc2c2nc3ccccc3n12	-39.4	27.6
CCCCOC(=O)CCc1n[nH]c(=O)[nH]c1=O	-28.6	43.6
Cc1ccc2c(c1)c1c(n2C)C(=O)CCC1	-7.2	42.6
O=C(Nc1ccccc1-c1nc2ccccc2s1)c1ccco1	-15.4	50.1
CCOC(=O)c1[nH]c(C)c(C(=O)Nc2ccc(C)cc2C)c1C	-3.3	31.9
COc1ccc(NC(=O)c2cc3sccc3n2Cc2ccc(F)cc2)cc1OC	16.2	33.5
CCOc1ccc(C(=O)N2CCCC2)cc1OC	-17.9	23.7
Cc1cc(C)cc(-n2ccnc2SCC(=O)Nc2nccs2)c1	-6.0	36
Nc1nnnn1/N=C/C(Br)=C/c1ccccc1	-139.9	43.6
O=C1CC(N2CCN(c3ccc(S(=O)(=O)N4CCOCC4)cc3)CC2)C(=O)N1Cc1ccccc1 (stereo unspecified)	10.0	16.1
CCOC(=O)C1=C2SCC(=O)N2C(N)=C(C#N)C1	-3.5	41.3
COc1ccccc1NC(=O)c1cccc(NC(=O)c2ccco2)c1	-6.1	19.3
CNc1cc(-n2nc(C)cc2-c2ccccc2)ncn1	-42.5	27.9
Brc1ccc(-c2cn3cccnc3n2)cc1	-44.9	27.6
Cc1ccccc1NC(=O)CSC(N)=O	?	/
C=C(c1ccc(O)cc1)c1ccc(O)cc1	33.5	24.9
COCCn1cc(C(=O)N2CCC(C)CC2)c2c3ccccc3n(C)c2c1=O	-90.0	36.4
CS(=O)(=O)NCCSCc1ccc(Cl)cc1	60.1	12.6
CC1=CC(=C(C#N)c2nc3ccccc3s2)C=C(C)N1Cc1ccco1	34.7	25.1
COC(=O)c1[nH]c(C)c(/C(O)=C2\C(=O)C(=O)N(CCN(C)C)C2c2ccc(C)o2)c1C (stereo unspecified)	24.1	26.6
CCCOc1ccc(C(C)=O)cc1CSc1nc(O)cc(=O)[nH]1	-76.6	35
CCOC(=O)CCSc1nc(C)cc(C(F)(F)F)c1C#N	-444.0	110
COC(=O)CNC(=O)COC(=O)c1cc(Cl)cc(Cl)c1N	-76.5	37.9
CC1CCN(C(=O)CNC(=O)Cn2ccc3ccccc3c2=O)CC1	32.1	24.3
Cc1nc(NC(=O)CC(C)C)sc1-c1csc(Nc2ccc(Cl)cc2Cl)n1	-36.1	52.9
Cc1ccccc1NC(=O)CSc1nnc(Cc2cccn2C)n1-c1ccc(F)cc1	-240.0	110
CCOC(=O)N1CCN(C(=O)c2ccccc2NC(=O)c2ccc(OC)cc2)CC1	-9.7	20.6
CC(=O)c1cc(-c2ccccc2)n(CC(=O)NCc2cccs2)c1C	15.0	17.1
COc1cccc(-c2cc(C(=O)Nc3cccc(O)c3)no2)c1	-47.6	29.9
CCOC(=O)c1cnc2c(C)c(Cl)ccc2c1N1CCOCC1	2.6	48.4
O=C(NC1CCCC1)C(c1ccsc1)N(Cc1ccccc1)C(=O)Cc1cccs1 (stereo unspecified)	3.7	29.6
CCOc1cc(S(=O)(=O)NCc2ccccc2)ccc1F	-12.5	19.9
COc1ccc(CCNC(=O)COC(=O)c2cnccn2)cc1	16.6	25
COc1ccc(OC)c(NC(=O)CSc2nc3cccnc3n2C)c1	-28.9	23.9
CC(c1ccccc1)C1C(C#N)=C(N)OC2=C1C(=O)CC(C)(C)C2 (stereo unspecified)	-69.1	34.6
O=S(=O)(Nc1cccc2c1ccc1cccn12)c1cccs1	-30.9	49.2
CC1CC(C)CN(CCCNC(=O)Cn2ncc3c(=O)oc4ccccc4c32)C1 (stereo unspecified)	-8.7	52.6
Cc1ccc(-n2ncc3c(=O)n(CC(=O)NC4CCCC4)cnc32)cc1C	-22.6	49.2
Cc1ccc(C)c(OCC(=O)N2CCOCC2)c1	-13.9	42.8
CN1c2ccccc2Oc2c(c(=O)n(C)c(=O)n2C)C1c1cccc([N+](=O)[O-])c1 (stereo unspecified)	-27.6	49.4
COc1ccccc1NC(=O)CCc1nc(-c2cccs2)no1	-24.4	29.1
Cc1cc(NC(=O)C2CC(c3ccc(Cl)cc3)=NO2)no1 (stereo unspecified)	-10.2	41.5

Following part:
SMILES	Htt clearance	Htt clearance grain fraction
O=C(NCN1CCCCC1)c1cccnc1	21.7	15.7
Cc1ccc(NC(=O)CCNS(=O)(=O)c2ccc3c(c2)oc(=O)n3C)c(C)c1	-14.3	44.8
Cc1onc(-c2ccccc2Cl)c1-c1nc(-c2ccccn2)no1	9.7	30.2
C/C=C/CSc1nc2c(c(=O)[nH]c(=O)n2C)n1Cc1ccc(C)cc1	39.8	20.1
COc1ccc(OC)c(S(=O)(=O)Nc2cnc3ccccc3c2)c1	13.3	14.4
COC(=O)c1cc(Br)c(=O)n(CC(C)C)c1	59.0	7.36
CC(=O)Nc1cccc(OCC(O)Cn2c(C)nc3ccccc32)c1 (stereo unspecified)	59.0	8
